Assay outcomes: PubChem BioAssay, several laboratories
Vif imaging – inhibitors of HIV Vif; HEK293T cells, Vif self-association by quenched fluorescence, imaging, 24 h; inhibition, % at 7.49 µM; actives 0.35% (n = 340,000); in the data active = inhibition above about 50%, passing the limit was not always enough; also: some results filed as inactive read as strong as hits
Granule exo inh – blocks lytic granule exocytosis | inhibition, % at 10 µM | TALL-104 LAMP-1 surface exposure, flow cytometry; cells stimulated with thapsigargin and PMA | actives 0.66% (n = 360,000) | AID 651702;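 active = inhibition above about 55%, limit read from the data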
ABCB6 inh MLPCN – human ABCB6 transporter inhibition | AID 602162 | fluorescence ratio to DMSO, % at 10 µM | Q9NP58 | K562-ABCB6 porphyrin accumulation, flow cytometry, 1 h; hits give low values | actives 0.19% (n = 360,000);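 active = fluorescence ratio to DMSO below 75%, the collection mean minus 3 SD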;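 also: signal is porphyrin accumulated inside mitochondria; 100% equals median channel fluorescence of DMSO control wells; lower ratio means ABCB6 inhibition with less porphyrin fluorescence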
MC4R barr agon – activates human MC4R beta-arrestin recruitment. AID 540308. activation, % at 8.9 µM. P32245. actives 0.98% (n = 360,000). U2OS MC4R beta-arrestin complementation, luminescence; percent of melanotan II response, DMSO zero;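 active = activation above a per-plate cutoff, the mean activation of sample wells on that plate plus 3 SD, cut at about 8% in these data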
Target sequence (P32245 whole entry, looked up): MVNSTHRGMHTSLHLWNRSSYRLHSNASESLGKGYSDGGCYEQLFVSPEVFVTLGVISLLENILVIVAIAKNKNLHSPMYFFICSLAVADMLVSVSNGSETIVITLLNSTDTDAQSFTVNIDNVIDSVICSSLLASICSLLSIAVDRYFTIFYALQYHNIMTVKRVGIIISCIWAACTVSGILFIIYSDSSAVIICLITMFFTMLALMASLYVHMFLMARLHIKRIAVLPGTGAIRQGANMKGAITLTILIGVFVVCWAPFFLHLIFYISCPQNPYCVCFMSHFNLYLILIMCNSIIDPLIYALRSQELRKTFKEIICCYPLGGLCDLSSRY
N-glyco inh – N-linked glycosylation inhibition. D54 ERlucT glycosylation luciferase reporter, 24 h; percent of 100 nM tunicamycin response. reporter increase, % at 12.5 µM. actives 0.23% (n = 360,000);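 active = mean luciferase reporter signal, scaled so untreated is 0 and the glycosylation-blocking control 100, at or above a set limit in every replicate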;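 also: luciferase carries N-glycosylation sites so blocking glycosylation raises the light; 0% = median of neutral control wells and 100% = median of 100 nM tunicamycin wells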
aDG glyco up – alpha-DG glycosylation activation. Pro5-aDG cells, alpha-DG glycosylation AlphaScreen (IIH6); 0% Pro5, 100% B10-LARGE cell signal. activation, % at 10 µM. actives 0.22% (n = 360,000);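 active = activation of at least 8% versus controls, or a plate z-score of at least 8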;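 also: Pro5 are CHO cells carrying HIG-tagged alpha-DG that lacks glycosylation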
ABHD5 PLIN5 PPI – ABHD5-PLIN5 protein interaction inhibition | Q00G26+Q8WTS1 | actives 0.78% (n = 360,000) | AID 602281 | Split G. princeps luciferase complementation, luminescence, 4 h | inhibition, % at 4 µM;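 active = inhibition above the mean inhibition across every tested compound plus 3 SD, cut at about 22% in these data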;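 also: 0% = DMSO only wells and the 100% control is not disclosed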
TLR9-MyD88 inh – TLR9-MyD88 interaction inhibition. Q9NR96+Q99836. CHO BLA complementation TLR9-MyD88, CCF4 FRET ratio. inhibition, % at 4.98 µM. actives 0.21% (n = 340,000);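 active = inhibition above the mean over all tested compounds plus 3 SD, cut at about 21% in these data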;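 also: 0% = DMSO only wells and 100% = clavulanate BLA inhibitor control wells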
MC4R antag cAMP – blocks human MC4R cAMP signaling; P32245; actives 0.48% (n = 360,000); inhibition, % at 6.5 µM; MC4R-expressing cells, MTII-stimulated cAMP, LANCE TR-FRET;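 active = inhibition above its plate's cutoff, the mean of tested wells on that plate plus 3 SD, cut at about 29% in these data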;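 also: 0% = Melanotan II alone and 100% = Melanotan II plus saturating MCL0020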
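Assay system: U2OS-MC4R stable cell line; Also added: Melanotan II; Technique: Eu-cAMP/anti-cAMP TR-FRET, emission 671 nm; Times: 30-min compound, 1-h challenge, 1-h detection, room temperature.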
NOD2-RIPK2 inh – blocks binding of human NOD2 to RIPK2 | CHO BLA complementation NOD2-RIPK2, CCF4 ratio | inhibition, % at 4.98 µM | AID 624267 | actives 0.38% (n = 360,000); in the data active = inhibition above about 21%;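 also: 0% = vehicle only and 100% = reference blocker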
Target sequence (O43353 whole entry, looked up): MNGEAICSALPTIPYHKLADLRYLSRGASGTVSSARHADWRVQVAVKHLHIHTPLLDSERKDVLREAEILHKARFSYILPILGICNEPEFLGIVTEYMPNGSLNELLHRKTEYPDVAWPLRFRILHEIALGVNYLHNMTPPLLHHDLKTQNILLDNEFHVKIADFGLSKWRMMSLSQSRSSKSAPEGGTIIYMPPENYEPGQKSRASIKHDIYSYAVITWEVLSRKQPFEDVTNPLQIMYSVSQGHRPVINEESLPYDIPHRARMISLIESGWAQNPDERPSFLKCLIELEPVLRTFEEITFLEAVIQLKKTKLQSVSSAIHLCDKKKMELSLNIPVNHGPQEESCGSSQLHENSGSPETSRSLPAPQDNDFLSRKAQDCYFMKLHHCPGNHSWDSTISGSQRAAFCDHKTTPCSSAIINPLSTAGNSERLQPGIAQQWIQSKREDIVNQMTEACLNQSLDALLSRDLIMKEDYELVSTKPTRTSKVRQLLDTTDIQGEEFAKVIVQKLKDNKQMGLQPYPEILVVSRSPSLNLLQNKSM
* = called active by the depositor; nt = no result given.

mol | Vif imaging | Granule exo inh | ABCB6 inh MLPCN | MC4R barr agon | N-glyco inh | aDG glyco up | ABHD5 PLIN5 PPI | TLR9-MyD88 inh | MC4R antag cAMP | NOD2-RIPK2 inh
Cc1nc2sccn2c(=O)c1Cl | 11 | 6 | 91 | -0.3 | 2 | -0.2 | -7 | 0 | 3 | -5
CCCCCCSc1ccc([C@@H]2[C@H]3C(=O)N(CC)C(=O)[C@H]3[C@]3(C(=O)OC)CCCN23)cc1 | -3 | -5 | 96 | 0.8 | 0 | 0.2 | -2 | 9 | -2 | 7
CCSc1ccccc1C(=O)N=C1NC(=O)CC2C(=O)NCCN12 (configuration not stated) | 2 | -4 | 97 | -1.1 | 1 | -0.3 | 7 | -9 | -3 | -5
COc1ccc(NC(=O)CSc2nc(N)c(-c3ccccc3)c(=O)[nH]2)cc1 | 13 | 1 | 99 | -1.6 | 2 | -0.1 | -2 | 0 | 14 | -4
O=S(=O)(Cc1ccc(Cl)cc1)C1CCCCC1O (configuration not stated) | 22 | -1 | 97 | -0.2 | 0 | 0.0 | -6 | -7 | -1 | -10
c1ccc(C2CC(c3cccs3)=NN2c2ccccc2)cc1 (configuration not stated) | -3 | 0 | 96 | -1.6 | -4 | 1.1 | -9 | -11 | 16 | 3
CN(Cc1nc2ccc(F)cc2[nH]1)Cc1c(C(=O)N(C)C)nc2ccc(Cl)cn12 | 1 | -1 | 99 | 0.8 | 2 | 0.4 | 4 | -8 | 2 | 1
CC(C)CC(NC(N)=O)C(=O)NCc1ccc(Cl)cc1 (configuration not stated) | -4 | 2 | 106 | 0.2 | 0 | -0.4 | -6 | 11 | 0 | -10
CC(=O)Nc1ccc(NC(=O)CC23CC4CC(CC(C4)C2)C3)cc1 | 10 | 5 | 91 | 0.1 | -1 | -0.1 | 2 | -7 | -4 | -15
CCc1ccc(N(C2C=CS(=O)(=O)C2)S(=O)(=O)c2ccc(C)cc2)cc1 (configuration not stated) | 5 | 2 | 94 | 1.2 | -3 | 0.1 | 1 | -4 | 12 | -16
Cc1ccc(S(=O)(=O)N2CCC(=O)CC2)cc1 | 9 | -2 | 106 | -3.3 | 1 | -0.2 | 1 | -1 | 1 | -12
N#Cc1ccc(C(=O)OCCCc2cc3ccccc3c(=O)o2)cc1 | -3 | 29 | 96 | 1.6 | 2 | -0.3 | 3 | -2 | 3 | -8
CC(C)(C)c1ccc(C(=O)c2c[nH]c(C(=O)NCCCn3ccnc3)c2)cc1 | -3 | 0 | 98 | 1.9 | -5 | -0.1 | 5 | -7 | -4 | 10
COCCNC(=S)N(CCc1c(C)[nH]c2ccccc12)Cc1cccnc1 | -3 | 12 | 97 | 0.0 | -1 | 0.1 | -1 | -2 | 6 | -15
Cc1nc(-c2ccc(Cl)cc2)sc1C1(C)CC(c2ccccc2F)=NO1 (configuration not stated) | -4 | 6 | 99 | 0.3 | 2 | -0.1 | -8 | -9 | 1 | -8
O=C(CSC1=Nc2ccccc2C2CC=NN12)Nc1ccc2c(c1)OCO2 (configuration not stated) | -1 | 4 | 99 | -3.4 | 2 | -0.2 | -10 | 2 | 2 | 4
COc1ccccc1S(=O)(=O)Cc1ccc(C(=O)N2CCN(c3ccccn3)CC2)o1 | -3 | -6 | 100 | -1.2 | -2 | -0.2 | -3 | 2 | -1 | 9
CCc1cc(=O)oc2c3c(cc(OCC(=O)N[C@H](C(=O)O)[C@H](C)CC)c12)OC(C)(C)CC3 | 9 | -3 | 97 | -1.6 | 0 | -0.1 | -4 | 2 | 0 | 0
Cc1ccc(C(O)c2ncc(-c3cccc4ccccc34)[nH]2)cc1F (configuration not stated) | -8 | 4 | 98 | -1.0 | 1 | 0.0 | -16 | nt | 14 | 17
CN(Cc1cccs1)C(=O)Cc1c[nH]c2ccccc12 | 0 | -5 | 99 | -2.2 | 2 | -0.2 | -1 | 9 | 3 | -7
CCc1nnc(NC(=O)CSc2nnc(-c3ccc(OC)cc3)n2C)s1 | 6 | -9 | 93 | -1.0 | 1 | 0.0 | -2 | -5 | 1 | -17
CC(=O)N1CCN(c2ccc(NC(=S)NC(=O)COc3ccc(C(C)(C)C)cc3)cc2)CC1 | -12 | -2 | 88 | -2.2 | 3 | 0.5 | -14 | 3 | 6 | -5
O=C(Nc1c(Cl)ccc2nsnc12)c1cccnc1 | 1 | 2 | 96 | -1.9 | 0 | -0.4 | -3 | -10 | 5 | 10
COc1ccc(C2C(C#N)=C(N)OC3=C2C(=O)CCC3)c(OC)c1OC (configuration not stated) | 10 | 0 | 95 | -1.8 | 2 | -0.1 | 14 | -3 | -2 | -6
CCOC(=O)C1=CCN(S(=O)(=O)c2ccccc2Cl)C1c1cccc(C)c1 (configuration not stated) | nt | -1 | 101 | nt | -1 | 0.2 | -1 | nt | nt | 2

Carrying on.
mol | Vif imaging | Granule exo inh | ABCB6 inh MLPCN | MC4R barr agon | N-glyco inh | aDG glyco up | ABHD5 PLIN5 PPI | TLR9-MyD88 inh | MC4R antag cAMP | NOD2-RIPK2 inh
CCCN(CCC)CCCNC(=O)C1CCC(CNS(=O)(=O)c2cccc3nsnc23)CC1 (configuration not stated) | 3 | -2 | 105 | -1.2 | 2 | -0.7 | 8 | 3 | 3 | -5
O=C(/C=C/c1ccc(F)cc1)NC(=S)Nc1ccccc1O | -8 | 1 | 104 | 7.1 | -1 | 0.0 | -8 | 3 | 13 | 7
CC(C)c1ccc(/C=C(\NC(=O)c2ccccc2)C(=O)NCCCn2ccnc2)cc1 | 2 | -19 | 111 | 0.9 | 1 | 1.1 | 14 | 6 | -1 | 1
Cc1ccc(NC(=O)CC2S/C(=N/c3nccs3)N(C)C2=O)cc1C (configuration not stated) | 18 | -4 | 85 | 8.6* | 2 | -0.1 | -6 | 0 | -2 | 1
C[n+]1cccc(/C=N/NC(=O)CC23CC4CC(CC(C4)C2)C3)c1 | 0 | 3 | 95 | 4.4 | 1 | -0.2 | 3 | -3 | 12 | 6
CC1(C(=O)NS(=O)(=O)C2CC2)CCCN(C(=O)Cc2ccc(F)cc2)C1 (configuration not stated) | 5 | 0 | 87 | -2.2 | 0 | -0.1 | 6 | nt | 11 | 1
CC(C)(C)c1csc(NC(=O)c2ccc(Br)o2)n1 | -9 | -3 | 90 | 1.0 | -4 | 0.3 | -7 | 3 | -5 | -9
Oc1ccc(Br)cc1/C=N/NC(=S)NCCc1ccccc1 | -1 | -6 | 85 | 1.9 | 1 | -0.1 | -9 | 17 | -2 | 13
Cc1ccc(C(=O)OCC(=O)Nc2c(C)nn(-c3ccccc3)c2C)c(O)c1 | -11 | -9 | 97 | 0.3 | -1 | -0.1 | -1 | 1 | 21 | -3
O=C1CCC([N+](=O)[O-])C(c2cccc([N+](=O)[O-])c2)N1 (configuration not stated) | -1 | 0 | 101 | -2.8 | 2 | 0.0 | 0 | 8 | 12 | 1
CCOC(=O)c1c(NC(=O)COC(=O)c2nccnc2N)sc(C(=O)N(C)C)c1C | 2 | 16 | 99 | -3.2 | -2 | 0.0 | 7 | 5 | 4 | 0
O=C(O)C1CCCCN1S(=O)(=O)c1cccc2nsnc12 (configuration not stated) | -4 | -4 | 103 | 0.6 | 1 | 0.1 | 1 | 2 | 20 | -6
C=CCN1CC(O)=C(c2ccccc2)C1=N | 6 | -3 | 102 | -1.6 | 1 | -0.1 | -9 | 1 | -1 | 6
CNS(=O)(=O)c1ccc(NC(=O)c2ccccn2)cc1 | -1 | 16 | 104 | 1.1 | -1 | -0.4 | 11 | -1 | -6 | -11
O=C(NC(=O)c1ccccc1O)c1ccc2c(c1)CCO2 | -2 | 7 | 96 | -0.4 | -13 | -0.2 | -4 | -8 | -2 | 2
COC(C(=O)Nc1ccc(C(N)=O)cc1)c1ccccc1 (configuration not stated) | nt | -3 | 97 | -1.3 | 1 | 0.1 | -1 | -4 | -5 | -7
Cc1c(-c2ccccc2Br)nc2ccccc2c1C(=O)O | 5 | 7 | 96 | 0.1 | 1 | -0.3 | 8 | 13 | 7 | 5
Cc1ccc(S(=O)(=O)N2CCCC(c3nnc4n3-c3ccccc3SC4)C2)cc1 (configuration not stated) | -5 | -2 | 100 | -1.3 | 1 | 0.3 | 10 | -1 | 6 | -7
Cc1ccc(/C=C2/C(=N)N3N=C(CC(=O)N4CCCC4)SC3=NC2=O)o1 | 11 | -36 | 92 | -0.1 | 2 | -0.1 | 9 | 1 | -13 | -4
N#C/C(=C\C=C\c1ccccc1)C(=O)NCc1cccnc1 | -1 | 2 | 96 | 1.8 | 1 | 0.4 | 4 | -4 | -3 | -2
O=C(CN1CCCCC1)Nc1ccccc1NC(=O)CN1CCCCC1 | 5 | 1 | 95 | -0.6 | -1 | 0.1 | 5 | 0 | 8 | -3
O=C(NCCCN1CCOCC1)c1cccc(S(=O)(=O)N2CCc3ccccc32)c1 | nt | -4 | 103 | -2.2 | 0 | 0.0 | 5 | 4 | 3 | 5
CC(C)Nc1nc(SCC(=O)Nc2ccccc2)nc(N2CCOCC2)n1 | -2 | -3 | 99 | -2.1 | 1 | 0.1 | -2 | -2 | -2 | 1
Cc1cccc(N(C(=O)c2csnn2)C(C(=O)NC(C)(C)C)c2ccncc2)c1 (configuration not stated) | 8 | -1 | 104 | -1.6 | 1 | -0.1 | 6 | 3 | -3 | -22
Cc1nnc(Sc2nc3c(c(=O)n(C)c(=O)n3C)n2Cc2ccc(Cl)cc2)s1 | nt | -9 | 87 | -1.8 | -1 | 0.6 | -3 | 3 | 3 | 5

Full records as entered above. Values in the order: Vif imaging | Granule exo inh | ABCB6 inh MLPCN | MC4R barr agon | N-glyco inh | aDG glyco up | ABHD5 PLIN5 PPI | TLR9-MyD88 inh | MC4R antag cAMP | NOD2-RIPK2 inh
O=C(O)C1CCCCN1S(=O)(=O)c1cccc2nsnc12 (configuration not stated) as listed: -4 | -4 | 103 | 0.6 | 1 | 0.1 | 1 | 2 | 20 | -6
Cc1c(-c2ccccc2Br)nc2ccccc2c1C(=O)O as listed: 5 | 7 | 96 | 0.1 | 1 | -0.3 | 8 | 13 | 7 | 5

The list continues.
mol | Vif imaging | Granule exo inh | ABCB6 inh MLPCN | MC4R barr agon | N-glyco inh | aDG glyco up | ABHD5 PLIN5 PPI | TLR9-MyD88 inh | MC4R antag cAMP | NOD2-RIPK2 inh
O=C(/C=C/c1ccccc1)N(Cc1cccc(Cl)c1)C1CCS(=O)(=O)C1 (configuration not stated) | 0 | -4 | 108 | -2.0 | 0 | -0.1 | 6 | -9 | 1 | 6
CC(C)NC(=O)c1ccc2c(c1)N(Cc1ccccc1)C(=O)C(C)(C)O2 | -11 | 5 | 96 | 0.1 | -2 | -0.1 | -2 | 4 | 3 | 2
Cc1c2c(n3c(nc4ccccc43)c1C#N)N(CCN(C)C)CC2 | 11 | 11 | 101 | -0.8 | 1 | 0.1 | -7 | 1 | 11 | 5
CCOc1ccc(C(=O)NCC(=O)N2CCN(C/C=C/c3ccccc3)CC2)cc1OCC | 0 | 0 | 104 | -4.0 | 0 | -0.4 | 11 | -4 | 0 | -8
COC(=O)Cn1c(C(F)(F)F)nc2ccccc21 | 4 | -1 | 88 | -1.6 | 0 | 0.2 | -3 | -11 | -5 | -4
Cc1ccc(/C=C/C(=O)OCC(=O)Nc2cccc(S(=O)(=O)N(C)C)c2)o1 | -13 | 4 | 82 | -2.5 | 1 | -0.1 | -1 | -2 | 1 | -13

These rows are one share of the data. The share of hits here may be higher or lower than overall.
